GC-A act: GC-A (human) enzyme activation. P16066. HEK293 GC-A cells, cGMP TR-FRET, EC30 ANP; 0% at EC30 ANP, 100% saturating ANP. activation, % at 10 µM. 370,000 compounds, 0.14% hits. AID 1671463; in the data active means activation above about 40%
HTRA1 inhibitor: blocks human HTRA1 serine peptidase; Q92743; recombinant HTRA1, FP-rhodamine activity-based probe, fluorescence polarization; inhibition, % at 5.96 µM; 340,000 compounds, 0.5% hits; AID 504803; in the data active means inhibition above about 36%;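 further: 0% = enzyme with DMSO and 100% = wells lacking enzyme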
ASAP1 GAP inh: ASAP1 ArfGAP inhibition | Q9ULH1 | 360,000 compounds, 0.19% hits | ASAP1-stimulated ARF1 GTP hydrolysis, GDP FP detection | AID 624377 | inhibition, % at 16.5 µM; in the data active means inhibition above about 25%;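 further: 0% = vehicle with enzyme and substrate and 100% = no enzyme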
Target sequence (Q9ULH1 325-724 limits assumed): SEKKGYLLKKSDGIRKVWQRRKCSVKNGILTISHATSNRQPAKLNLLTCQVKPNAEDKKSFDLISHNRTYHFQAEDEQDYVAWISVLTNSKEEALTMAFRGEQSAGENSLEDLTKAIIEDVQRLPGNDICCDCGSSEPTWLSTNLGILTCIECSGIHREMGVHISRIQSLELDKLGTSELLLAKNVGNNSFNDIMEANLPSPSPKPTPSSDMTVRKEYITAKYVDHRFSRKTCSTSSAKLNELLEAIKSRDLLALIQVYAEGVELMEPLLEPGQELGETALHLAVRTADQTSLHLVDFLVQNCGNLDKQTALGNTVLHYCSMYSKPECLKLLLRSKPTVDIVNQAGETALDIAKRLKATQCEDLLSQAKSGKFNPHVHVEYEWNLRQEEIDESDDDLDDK
rCAG RNA binder: r(CAG) repeat RNA binding; 370,000 compounds, 1.3% hits; TO-PRO-1 dye displacement fluorescence; AID 651821; inhibition, % at 3 µM;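 active means inhibition above the plate cutoff, the mean of all test compounds on that plate plus 3 SD, cut at about 35% in these data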;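 further: 0% = DMSO alone and 100% = 100 µM mitoxantrone as full dye displacement; higher means more dye released from RNA so lower well fluorescence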
Rev-erbA mod: Rev-erb alpha (human) modulation. P20393. Rev-erbα–FITC-DNA binding, fluorescence polarization, 90 min. activity, % at 10 µM. 370,000 compounds, 0.79% hits. AID 1259318;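 active means activity above about 14%, limit read from the data; passing the limit was not always enough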;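 further: 0% = DMSO wells with 35 nM protein and 100% = DMSO wells with 750 nM protein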
ABHD4 inh: inhibits mouse alpha/beta hydrolase domain 4. purified mABHD4, FP-Rh probe fluorescence polarization. inhibition, % at 8.92 µM. Q8VD66. 370,000 compounds, 0.54% hits;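 active means inhibition exceeding the mean over every tested compound plus 3 SD, cut at about 30% in these data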;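 further: 0% = plate median of compound wells and 100% = S159A mutant with DMSO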
Target sequence (Q8VD66 whole entry, looked up, the tested form may be a part): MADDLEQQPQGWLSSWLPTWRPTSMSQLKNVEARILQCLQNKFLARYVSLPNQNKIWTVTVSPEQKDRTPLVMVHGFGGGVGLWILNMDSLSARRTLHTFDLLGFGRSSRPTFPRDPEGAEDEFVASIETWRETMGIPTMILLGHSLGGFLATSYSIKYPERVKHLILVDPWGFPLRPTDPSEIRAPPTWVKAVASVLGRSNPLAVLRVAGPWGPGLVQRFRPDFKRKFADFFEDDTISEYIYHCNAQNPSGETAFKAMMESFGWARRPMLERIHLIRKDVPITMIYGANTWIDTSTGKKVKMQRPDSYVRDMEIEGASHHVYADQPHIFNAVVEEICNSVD
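Doses – 8.92 µM, single dose · Material – wild-type mouse ABHD4 protein · Replication – single well per compound (singlicate) · Measure – percent inhibition of probe binding, normalized to plate controls · Schedule – 45 min compound pre-incubation plus 60 min probe step, 25 °C · Detection – fluorescence polarization with parallel and perpendicular emission, 525/598 nm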
NPR2 activator: GC-B (human) receptor activation; P20594; HEK293-GC-B cells, CNP EC30, cGMP TR-FRET; 0% at EC30 CNP, 100% saturating CNP; activation, % at 10 µM; 370,000 compounds, 0.11% hits;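 active means activation at 10 µM reaching about 35% in either raw or pattern-adjusted values, limit read from the data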
ARFGAP1 inh: inhibitors of rat ARFGAP1; 360,000 compounds, 0.26% hits; inhibition, % at 16.5 µM; Arfgap1-stimulated ARF1 GTP hydrolysis, GDP FP detection;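 active means inhibition above a per-plate limit, mean inhibition of low control wells plus 3 SD, cut at about 25% in these data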;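 further: 0% = DMSO wells with enzyme and 100% = wells lacking Arfgap1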
Target sequence (Q62848 1-136 limits assumed): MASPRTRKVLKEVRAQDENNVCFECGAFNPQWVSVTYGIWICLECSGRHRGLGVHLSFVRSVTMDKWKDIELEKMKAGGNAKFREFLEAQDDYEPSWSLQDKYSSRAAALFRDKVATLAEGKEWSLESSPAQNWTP
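Assay system: purified rat His6-Arfgap1 residues 1-136 (GAP domain); Reagent: human Δ17 ARF1 bound to GTP; Dosing: 16.5 µM single point, 1.26% DMSO; Times: GTP hydrolysis reaction 2 h at 25 °C; Signal: FP, GDP Alexa 633 tracer displaced from anti-GDP antibody, 620/688 nm; Measure: % inhibition from polarization.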
SMARCA2 act: increases SMARCA2 function in MMTV reporter cells; MG213 cells, MMTV-luciferase reporter, dexamethasone, overnight; activation, % at 9.1 µM; 370,000 compounds, 1% hits; AID 652017; in the data active means activation above about 7.8%;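 further: 0% = vehicle wells and 100% = reference activator wells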
PG9 Ab binder: PG9 antibody binding by small molecule; 360,000 compounds, 0.43% hits; inhibition, % at 6.7 µM; AID 624416; TR-FRET gp120-PG9 antibody binding; in the data active means inhibition above about 8.5%
* = called active by the depositor; x = no result given.

The first 3 compounds, ahead of the listing:
SMILES | GC-A act | HTRA1 inhibitor | ASAP1 GAP inh | rCAG RNA binder | Rev-erbA mod | ABHD4 inh | NPR2 activator | ARFGAP1 inh | SMARCA2 act | PG9 Ab binder
O=S(=O)(Nc1cccc2[nH]ncc12)c1cccs1 | -3 | 0 | 5 | 4 | 0 | 3 | 0 | -2 | -3 | -0.3
CCC(=O)N1CCc2cc(S(=O)(=O)CCC(=O)N3CCN(c4ccc(C(C)=O)cc4)CC3)ccc21 | 0 | 3 | -3 | -1 | -8 | 8 | -1 | -3 | -3 | -0.2
CC1CCc2c(nc3nc[nH]n3c2=O)C1 (stereo unspecified) | 0 | 5 | -11 | 2 | -1 | 11 | 9 | -1 | 0 | -0.1

This part in full, previewed entries included:
SMILES | GC-A act | HTRA1 inhibitor | ASAP1 GAP inh | rCAG RNA binder | Rev-erbA mod | ABHD4 inh | NPR2 activator | ARFGAP1 inh | SMARCA2 act | PG9 Ab binder
O=S(=O)(Nc1cccc2[nH]ncc12)c1cccs1 | -3 | 0 | 5 | 4 | 0 | 3 | 0 | -2 | -3 | -0.3
CCC(=O)N1CCc2cc(S(=O)(=O)CCC(=O)N3CCN(c4ccc(C(C)=O)cc4)CC3)ccc21 | 0 | 3 | -3 | -1 | -8 | 8 | -1 | -3 | -3 | -0.2
CC1CCc2c(nc3nc[nH]n3c2=O)C1 (stereo unspecified) | 0 | 5 | -11 | 2 | -1 | 11 | 9 | -1 | 0 | -0.1
CNC(=O)C1Cc2ccccc2CN1S(=O)(=O)c1ccc(OC)c(OC)c1 (stereo unspecified) | 2 | 0 | -10 | 4 | 2 | 2 | -1 | -3 | -2 | -0.8
CC#CC[N+](C)(C)CCCCCCCC | -3 | 7 | -13 | -1 | 7 | -1 | 1 | -1 | -5 | -1.3
Cc1c(S(=O)(=O)Nc2ccc(Oc3ccccc3)cc2)c(=O)n(C)c(=O)n1C | 0 | -2 | 5 | -4 | -2 | -3 | 5 | 15 | -1 | -2.2
Cc1ccccc1NC(=O)COC(=O)c1ccc(S(=O)(=O)N2CCCCCC2)cc1 | 0 | 3 | 0 | 2 | 1 | 5 | 7 | 14 | -1 | 0.2
CCOCCCn1c(SCC(=O)NC2CCCC2)nc2ccccc2c1=O | -2 | -2 | -9 | -4 | 0 | 6 | 2 | -1 | 1 | -2.9
N#C/C(=C\c1cccs1)C(=O)NCC1CCCO1 (stereo unspecified) | 1 | 6 | 4 | -1 | -2 | 10 | -6 | -5 | 6 | 1.2
Cc1cccc2c(=O)c(C(=O)NCCc3ccccc3)c[nH]c12 | 0 | -8 | 5 | 2 | 6 | -12 | -2 | -4 | 0 | -0.3
COc1ccc(C(C(=O)NCC2CCCO2)N(Cc2cccs2)C(=O)c2snc(C(N)=O)c2N)cc1 (stereo unspecified) | -8 | -1 | -6 | 0 | -4 | -8 | -7 | -1 | -4 | -2.3
O=C(CSc1nnc(-c2ccccc2F)n1-c1ccccc1)c1ccc2ccccc2c1 | -3 | x | x | 7 | -2 | 0 | -2 | x | -4 | x
CCOCCCn1c(C)nc2c(c1=O)c1nc3ccccc3nc1n2-c1ccc(C)cc1 | 1 | 4 | x | x | -2 | x | -4 | x | x | x
NC(=O)c1ccc(-c2ccc(N3C(c4ccsc4)=Cc4ccc(F)cc4C3CC(=O)c3ccco3)cc2)cc1 (stereo unspecified) | -4 | x | 8 | 16 | 3 | -1 | -4 | 17 | -8 | 0.0
C=CCN1C(=O)N(c2ccccc2)C(=O)C1CC(=O)Nc1ccc(OC)cc1 (stereo unspecified) | 5 | -8 | 2 | -4 | 2 | 5 | 3 | 5 | 1 | -1.3
CC1(C)C(=O)Nc2ccccc2N1C(=O)COc1ccc(C#N)cc1 | 2 | 4 | 8 | 15 | -4 | 13 | 0 | -10 | -2 | -0.2
O=C(NCCCN1CCOCC1)c1cc(-c2ccco2)nc2ccccc12 | 2 | 29 | -8 | 19 | -19 | 15 | 2 | -8 | -3 | 0.8
CC(C)(C)c1ccc(-c2nnc3n2N=C(c2ccc4ccccc4c2)CS3)cc1 | -2 | x | x | 7 | -1 | -11 | 4 | x | -4 | x
Brc1ccccc1Cn1c(-c2cscn2)nc2ccccc21 | 36 | -24 | 16 | -3 | 1 | -11 | 39* | -5 | -1 | -1.0
Cc1ccc(CN(C)C[C@@H]2OCc3cnnn3CCCC(=O)N([C@@H](C)CO)C[C@H]2C)cc1 | 5 | 4 | -2 | -2 | -2 | -1 | 3 | 6 | 2 | -2.5
Cc1ccc(C2C(C(=O)c3sc(-c4ccccc4)nc3C)=C(O)C(=O)N2CCN(C)C)o1 (stereo unspecified) | -2 | 1 | 13 | 8 | 3 | -12 | 1 | 12 | -1 | 0.6
O=[N+]([O-])c1ccccc1/C=C/C=N/n1c(-c2ccccc2F)n[nH]c1=S | 4 | 12 | -1 | 19 | -2 | 9 | -3 | 14 | -2 | -0.1
O=C(C1CC1)N(Cc1ccco1)c1nc(-c2ccccc2)cs1 | -8 | -32 | 9 | 10 | -1 | -8 | -5 | 9 | 1 | -1.1
O=C(Nc1ccc2c(c1)OCO2)N1CCOCC1 | -2 | 6 | 2 | -1 | -2 | 1 | -9 | -10 | 0 | 0.5
Cc1ccsc1/C=N/Nc1ncc(Cl)cc1Cl | -2 | 12 | 7 | 0 | 1 | 11 | 2 | 4 | 6 | -3.4

(cont.)
SMILES | GC-A act | HTRA1 inhibitor | ASAP1 GAP inh | rCAG RNA binder | Rev-erbA mod | ABHD4 inh | NPR2 activator | ARFGAP1 inh | SMARCA2 act | PG9 Ab binder
O=C(CN1CCN(Cc2ccccc2F)C1=O)NCC1CCCO1 (stereo unspecified) | 2 | 10 | -6 | -5 | -3 | 2 | 3 | 20 | -4 | 0.7
Cc1ccc(C(=O)c2cnc3cc4c(cc3c2S(=O)(=O)c2ccccc2)OCCO4)cc1 | -2 | -34 | -1 | 16 | 2 | -18 | -8 | -4 | 9.5* | 0.3
COc1ccc(NC(=O)Cn2c(C)csc2=O)c(OC)c1 | -1 | 20 | -1 | 7 | -7 | 10 | 4 | -9 | -3 | 0.8
NC(=O)C1(c2ccccc2)CCOCC1 | 4 | 7 | 16 | -2 | -1 | 2 | 1 | 4 | 0 | 0.1
COc1cc(CC(CC(=O)c2ccc3c(c2)OCO3)C(=O)O)cc(OC)c1OC (stereo unspecified) | 0 | 3 | -9 | 2 | -6 | -1 | -1 | -7 | 0 | 2.0
CCCCOc1ccc(Br)cc1CSC(=N)N | -36 | -5 | 6 | 10 | 0 | 28 | -23 | 7 | -6 | -0.9
CSCCC(NC(=O)c1ccco1)C(=O)Nc1ccc(C)cn1 (stereo unspecified) | 2 | -5 | -13 | -3 | -2 | 7 | 4 | -7 | -1 | -1.4
OCC1OC2C(NC(=S)N2c2ccccc2)C(O)C1O (stereo unspecified) | 3 | 6 | -3 | 1 | 2 | 2 | 4 | 12 | 1 | 0.7
C(=N\NCc1ccccc1)/c1ccc2ncccc2c1 | 1 | x | -3 | 0 | -2 | -4 | -4 | 8 | 3 | -0.8
CN1CCC(OC(=O)c2cc3cc(Cl)cc(Cl)c3oc2=O)CC1 | 6 | -3 | -8 | 8 | -7 | 0 | -8 | 0 | 4 | -0.2
COc1cc(CC(=O)OCC(=O)NCc2ccc(C)cc2)cc(OC)c1OC | -4 | 0 | 8 | -1 | -5 | 0 | -2 | 2 | 0 | -1.9
C[C@H](NC(=O)c1nc[nH]c1C(=O)OCc1ccccc1)c1ccccc1 | 4 | 16 | 10 | 0 | -4 | -1 | 8 | -5 | 1 | 0.4
CS(=O)(=O)N1CCN(c2ccccc2NC(=O)c2cc3ccccc3o2)CC1 | -7 | -21 | -5 | 2 | -6 | -6 | -4 | 13 | -1 | -2.6
Fc1ccc(/C=N/NC(=S)NCCc2ccccc2)cc1F | 3 | -23 | 6 | 3 | 1 | -2 | -1 | 6 | 0 | -0.2
O=C(c1cc2ncc(CCCl)cn2n1)N1CCCCCC1 | 0 | 1 | -5 | -4 | 1 | -2 | 3 | 14 | -2 | -0.2
Cc1ccc(S(=O)(=O)NC(=O)NC(C)Cc2ccccc2)cc1 (stereo unspecified) | 4 | 5 | 0 | 2 | 0 | 1 | 2 | 1 | 1 | -0.8
c1ccc2[nH]c(SCC3CCCCO3)nc2c1 (stereo unspecified) | 4 | -1 | 2 | -2 | 2 | -5 | -7 | 9 | 3 | 0.2
COc1cccc(CNC(=O)C2Cc3cc(S(=O)(=O)N4CCCC4)ccc3N2C(C)=O)c1OC (stereo unspecified) | 5 | -3 | 13 | 0 | -2 | -8 | 0 | 0 | -4 | 0.1
N#Cc1cccc(-c2csc(C(O)c3ccc(F)cc3)n2)c1 (stereo unspecified) | -9 | x | -15 | 0 | 4 | -8 | -4 | 3 | 0 | -0.2
CC1(C)CC(=O)C/C(=N\NC(=O)C2CC2c2ccccc2)C1 (stereo unspecified) | -1 | -3 | 1 | 5 | -1 | -4 | 2 | 8 | -1 | 1.3
O=C(Cn1cc([N+](=O)[O-])cn1)NCc1ccccc1Cl | 1 | -8 | 3 | -4 | 3 | 3 | -3 | 6 | 3 | 0.4
COc1cccc(Nc2nc(-c3sc(NC(=O)CC(C)C)nc3C)cs2)c1 | -7 | -8 | 2 | 22 | -1 | 14 | -2 | 15 | 0 | -0.5
Oc1c(C=Nc2cccc3cccnc23)sc2ccccc12 | 1 | x | -1 | -9 | 26* | -66 | 3 | 2 | -7 | -6.0
COc1ccc(OC)c(Cc2nnc(CCC(=O)N3CCN(C4CCCC4)CC3)o2)c1 | -1 | -7 | 10 | -10 | -6 | 4 | 3 | 14 | 7.8* | 1.2
CCCC(=O)C1=C(O)C(C(=O)OC)C(C)(C)CC1=N (stereo unspecified) | 2 | 10 | -3 | -2 | -2 | 8 | 7 | 14 | 0 | -0.4

Remaining list, next part
SMILES | GC-A act | HTRA1 inhibitor | ASAP1 GAP inh | rCAG RNA binder | Rev-erbA mod | ABHD4 inh | NPR2 activator | ARFGAP1 inh | SMARCA2 act | PG9 Ab binder
O=C(NC(=O)c1ccccc1N1CCCCC1)Nc1ccc(Br)cc1 | 0 | 2 | 6 | -1 | -3 | 10 | 2 | 0 | 2 | -2.0
CCc1nnc(NC(=O)c2ccc(F)c(S(=O)(=O)N3CCCCC3)c2)s1 | 4 | -2 | -3 | 2 | 3 | -2 | 1 | 13 | -2 | -1.5
COc1cc([N+](=O)[O-])ccc1NC(=O)NCC1CCN(Cc2ccc(Cl)cc2)CC1 | -17 | -33 | -2 | 3 | 0 | 3 | -10 | -16 | -1 | -2.0
COc1cccc(C(=O)NNC(=S)NC2CCCCC2)c1 | -4 | 8 | 4 | 2 | 0 | -1 | -2 | 1 | 3 | -1.0
N#Cc1nc(Nc2cccc(Cl)c2)c2ncn(C3CCCC3)c2n1 | 8 | -33 | 7 | 4 | 11 | 6 | -5 | 5 | 2 | 0.8
COc1cc(-c2nnc3sc(Cc4ccccc4)nn23)cc(OC)c1OC | 12 | -11 | 1 | 1 | -4 | -5 | 3 | 22 | 1 | -0.5
COc1ccc(-c2ccc(NC(=O)c3ccco3)cc2)nn1 | 1 | -4 | 9 | 2 | -5 | -1 | -3 | 6 | 4 | -2.3
COc1ccc(-n2c(SCC(=O)Nc3nccs3)nnc2-c2ccc(Cl)cc2)cc1 | 6 | 1 | 4 | 2 | 1 | 3 | 3 | -4 | -2 | 4.1
O=C(NCCCN1CCOCC1)c1ccc2c(c1)N(Cc1ccccc1)CCS2 | 0 | 6 | -2 | -2 | 12 | 11 | -1 | -7 | -2 | 2.7

Screening data (PubChem BioAssay)
